High-throughput results from PubChem.
MEKK2 mut-MEK5 = signal of MEK5 binding to mutant human MEKK2 PB1 domain. percent response, % at 10 µM. bead flow cytometry, Alexa488-MEK5 binding to MEKK2 mutant. AID 1530. hit rate 0.35% among 290,000; in the data active means percent response above about 24%, passing the limit was not always enough; further: inactives centre near 1; some results filed as inactive read as strong as hits
GalR3 antag = blocks the human galanin receptor 3 | AID 651719 | inhibition, % at 3 µM | HEK293 GalR3-CNG cAMP membrane potential fluorescence; galR3 body fused to GalR1 C-terminus | hit rate 0.44% among 360,000 | O60755;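 active means inhibition above the screen-wide average plus 3 SD, cut at about 13% in these data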;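 further: forskolin and galanin both at EC90 stimulate the cells; cAMP rise reported by CNG channel membrane potential dye signal; 0% = forskolin plus galanin with DMSO and 100% = forskolin alone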
Target sequence (O60755 1-299 limits assumed): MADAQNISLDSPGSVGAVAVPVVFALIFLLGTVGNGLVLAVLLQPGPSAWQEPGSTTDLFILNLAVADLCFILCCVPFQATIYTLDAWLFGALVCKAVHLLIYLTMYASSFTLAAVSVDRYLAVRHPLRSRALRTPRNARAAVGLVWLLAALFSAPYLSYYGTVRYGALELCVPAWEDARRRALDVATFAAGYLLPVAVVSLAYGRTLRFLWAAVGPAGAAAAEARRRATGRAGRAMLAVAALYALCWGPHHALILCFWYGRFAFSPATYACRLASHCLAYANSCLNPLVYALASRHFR
CRFR2-BP antag = antagonists of CRF-binding protein/CRF-R2 receptor complex | inhibition, % at 11.8 µM | hit rate 0.59% among 350,000 | AID 588475 | HEK293 CRF-R2/CRF-BP, CRF-induced calcium fluorescence;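 active means inhibition of the ligand-induced calcium signal above about 50% at the single tested concentration, limit read from the data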
DNA FID counter = counter-screen for HCV NS3 helicase inhibitors: DNA intercalator displacement | DNA fluorescent intercalator displacement, fluorescence | hit rate 0.17% among 290,000 | inhibition, % at 7.9 µM; in the data active means inhibition above about 37%;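 further: 0% = vehicle and 100% = reference compound; higher means more ethidium bromide displaced from hairpin DNA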
MEKK3 PB1 HTS = raises or lowers MEK5 binding to the human MEKK3 PB1 domain. bead-based flow cytometry, Alexa488-MEK5 binding to MEKK3; actives lie on both sides; 0 = blocked by unlabeled MEK5, 100 = vehicle. hit rate 1.4% among 290,000. binding response (% of control), % at 10 µM. Q99759. AID 1529;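 active means binding response more than 3 SD above or below the average of its plate-row segment, actives on both sides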;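 further: Alexa488 bead fluorescence after subtracting the streptavidin-only scavenger bead signal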
Target sequence (Q99759 whole entry, looked up, the tested form may be a part): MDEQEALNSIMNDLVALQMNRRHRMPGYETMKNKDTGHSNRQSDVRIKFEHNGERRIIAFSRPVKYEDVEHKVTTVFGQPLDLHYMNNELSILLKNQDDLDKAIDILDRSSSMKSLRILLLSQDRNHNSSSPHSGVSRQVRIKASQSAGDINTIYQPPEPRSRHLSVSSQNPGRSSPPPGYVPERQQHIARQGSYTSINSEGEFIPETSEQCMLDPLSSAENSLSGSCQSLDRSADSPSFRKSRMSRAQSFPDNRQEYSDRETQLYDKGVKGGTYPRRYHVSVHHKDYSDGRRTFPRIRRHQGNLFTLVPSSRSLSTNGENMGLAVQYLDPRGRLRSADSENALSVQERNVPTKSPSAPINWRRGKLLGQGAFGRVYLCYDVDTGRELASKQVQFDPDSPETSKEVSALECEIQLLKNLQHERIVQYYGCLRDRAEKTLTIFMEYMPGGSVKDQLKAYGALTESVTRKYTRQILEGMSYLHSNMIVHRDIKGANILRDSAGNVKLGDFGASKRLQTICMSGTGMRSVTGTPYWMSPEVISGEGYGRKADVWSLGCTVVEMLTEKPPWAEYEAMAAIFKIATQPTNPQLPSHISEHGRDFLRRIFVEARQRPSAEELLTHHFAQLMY
HCV NS3 hel inh = inhibitors of Hepatitis C virus NS3 helicase | NS3 helicase DNA unwinding, Cy5 molecular beacon fluorescence | inhibition, % at 10.9 µM | hit rate 0.56% among 290,000;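 active means inhibition above the mean of all tested compounds plus 3 SD, set per campaign, cut at about 35% in these data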;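 further: 0% = DMSO wells and 100% = thioflavine S control wells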
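assay system = NS3 helicase fragment of HCV | buffer or medium = MOPS pH 6.5, MgCl2, DTT, Tween20, BSA | timing = 60 min unwinding reaction at 25 °C after ATP addition | signal = Cy5 beacon fluorescence read at start and 1 h | read-out basis = % inhibition of unwinding | control set = low DMSO, high thioflavine S at 110 µM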
UBC9 SUMO inh = SUMOylation inhibition; P63279; HTRF SUMOylation assay, SAE1/SAE2 + UBC9, in vitro; inhibition, % at 35 µM; hit rate 0.36% among 290,000; AID 2006; in the data active means inhibition above about 50%, passing the limit was not always enough; further: strong numbers were not always called active
Target sequence (P63279 whole entry, looked up): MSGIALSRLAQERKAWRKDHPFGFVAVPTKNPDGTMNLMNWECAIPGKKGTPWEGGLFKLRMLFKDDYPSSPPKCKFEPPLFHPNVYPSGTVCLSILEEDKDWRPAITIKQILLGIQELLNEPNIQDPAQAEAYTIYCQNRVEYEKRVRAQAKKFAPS
MEKK2wt PB1 HTS = raises or lowers MEK5 binding to wildtype human MEKK2 PB1 domain | Q9Y2U5 | bead flow cytometry, Alexa488-MEK5 binding to MEKK2 WT; actives lie on both sides | binding response (% of control), % at 10 µM | hit rate 1.1% among 290,000; in the data active means binding response below about 67% or above about 130%
CRFR2-BP ag = agonists of human CRF-binding protein/CRF-R2 receptor complex; hit rate 0.46% among 350,000; HEK293 CRF-R2/CRF-BP, calcium dye fluorescence (FLIPR); percent of saturating CRF peptide response; activation, % at 13.2 µM; AID 588473;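 active means activation of at least 50%, plus an integration ratio under a set limit after plate pattern correction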;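 further: plate controls were neutral control wells without compound for no effect and CRF at EC100 for full effect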
An asterisk follows results filed as active; . = not tested or not shown. This is a subset, so the mix of outcomes need not match the whole.

item	structure	MEKK2 mut-MEK5	GalR3 antag	CRFR2-BP antag	DNA FID counter	MEKK3 PB1 HTS
1	CN(Cc1cn(C)nc1-c1ccccc1F)CC1CCN(Cc2ccccc2)CC1	-1.0	-0.7	3.4	7.5	102.0
2	CC[C@@H](C)CN1C(=O)N[C@@H](c2ccccc2)C(C(C)=O)=C1C	-3.0	-7.8	4.0	.	101.0
3	Cc1c(C(=O)Nc2ccc(N3CCOCC3)cc2)cccc1[N+](=O)[O-]	-2.0	0.1	21.3	5.3	101.0
4	CC(C)CC(COCc1ccc(F)cc1)N1CCN(C(=O)c2cccc(C(F)(F)F)c2)CCC1=O (centres undefined)	-2.0	-5.5	0.8	-39.4	106.0
5	Cc1ccc2nc(SC(C)C(=O)N3CC(C)OC(C)C3)[nH]c2c1 (centres undefined)	-1.0	2.1	-14.3	-2.3	104.0
6	CC(=O)C1=NN(c2ccccc2)C(c2ccc3c(c2)OCO3)N1c1ccc(N2CCOCC2)cc1 (centres undefined)	-3.0	-0.1	6.7	2.9	96.0
7	CCOC(=O)C1(Cc2ccccc2C(F)(F)F)CCN(CC2CC2)CC1	-8.0	-4.4	-9.0	11.1	97.0
8	COc1ccc(NC(=O)CSc2nnc(C)n2Cc2ccccc2)cc1	3.0	-1.0	-16.2	-17.7	106.0
9	CCN1CCc2c(OCC(=O)Nc3ccc4c(c3)OCCO4)cccc2C1=O	1.0	.	.	-18.1	104.0
10	O=C(OC(C(=O)NC1CCCC1)c1ccccn1)c1cccs1 (centres undefined)	-4.0	-0.5	-2.4	-6.0	101.0
11	CN(C)S(=O)(=O)c1ccc(Cl)c(NC(=O)COC(=O)/C=C/c2cnc3ccccc3n2)c1	-4.0	-0.9	-11.4	-0.8	101.0
12	CCOC(=O)c1[nH]c2ccc(C)cc2c1N=C(C)N(C)C	1.0	-4.2	14.3	1.1	100.0
13	COc1ccccc1N1C(=NC(=O)C2CCCCC2)SC2CS(=O)(=O)CC21 (centres undefined)	-1.0	3.2	-5.8	-30.1	96.0
14	O=C(NCCCn1ccnc1)C(=O)NCc1ccccc1	-1.0	-0.9	-7.9	5.9	102.0
15	CCCCC(=O)N/N=C/c1ccc(Sc2cccc3cccnc23)o1	.	-5.5	13.8	-14.2	.

item	HCV NS3 hel inh	UBC9 SUMO inh	MEKK2wt PB1 HTS	CRFR2-BP ag
1	-1.5	13.7	105.0	-1.9
2	.	.	96.0	0.3
3	0.4	15.2	97.0	-3.0
4	-0.1	15.0	101.0	-0.9
5	-0.2	6.3	101.0	-0.1
6	0.1	2.2	92.0	1.3
7	-7.5	5.6	98.0	0.4
8	0.2	1.6	107.0	-0.9
9	-1.5	4.6	105.0	.
10	9.3	-11.3	98.0	0.1
11	7.9	10.7	99.0	-2.3
12	5.5	9.4	102.0	-1.1
13	-2.4	-6.0	97.0	-1.2
14	9.9	3.2	97.0	-1.1
15	0.8	6.5	.	-0.5

Exported field by field: part of the list above.
5) Cc1ccc2nc(SC(C)C(=O)N3CC(C)OC(C)C3)[nH]c2c1 (centres undefined)
  MEKK2 mut-MEK5 = -1.0
  GalR3 antag = 2.1
  CRFR2-BP antag = -14.3
  DNA FID counter = -2.3
  MEKK3 PB1 HTS = 104.0
  HCV NS3 hel inh = -0.2
  UBC9 SUMO inh = 6.3
  MEKK2wt PB1 HTS = 101.0
  CRFR2-BP ag = -0.1
6) CC(=O)C1=NN(c2ccccc2)C(c2ccc3c(c2)OCO3)N1c1ccc(N2CCOCC2)cc1 (centres undefined)
  MEKK2 mut-MEK5 = -3.0
  GalR3 antag = -0.1
  CRFR2-BP antag = 6.7
  DNA FID counter = 2.9
  MEKK3 PB1 HTS = 96.0
  HCV NS3 hel inh = 0.1
  UBC9 SUMO inh = 2.2
  MEKK2wt PB1 HTS = 92.0
  CRFR2-BP ag = 1.3
7) CCOC(=O)C1(Cc2ccccc2C(F)(F)F)CCN(CC2CC2)CC1
  MEKK2 mut-MEK5 = -8.0
  GalR3 antag = -4.4
  CRFR2-BP antag = -9.0
  DNA FID counter = 11.1
  MEKK3 PB1 HTS = 97.0
  HCV NS3 hel inh = -7.5
  UBC9 SUMO inh = 5.6
  MEKK2wt PB1 HTS = 98.0
  CRFR2-BP ag = 0.4

Continuation.
item	structure	MEKK2 mut-MEK5	GalR3 antag	CRFR2-BP antag	DNA FID counter	MEKK3 PB1 HTS
16	COc1cc(-c2nn3c(COc4ccccc4)nnc3s2)cc(OC)c1OC	1.0	-0.6	-11.6	-6.2	104.0
17	CCOC(=O)N1CCC2(CC1)CC(=O)c1c(ccc3oc(C(=O)O)c(C)c13)O2	6.0	-4.7	9.5	-32.3	101.0
18	CCOC(=O)c1cc2cc(F)ccc2nc1C	-5.0	0.9	11.5	3.5	88.0
19	Nc1ccccc1SC1CC(=O)N(Cc2ccccc2)C1=O (centres undefined)	1.0	-7.6	2.5	-2.3	101.0
20	CCC(C)(C)NC(=O)C(c1cccc(OC)c1OC)N(C(=O)CCC(=O)Nc1cc(C)on1)c1ccc2c(c1)OCCO2 (centres undefined)	7.0	-10.1	-9.0	-51.8	104.0
21	O=c1oc2ccccc2c2c1C(O)CO2 (centres undefined)	4.0	-7.7	7.6	-3.5	106.0
22	COC(=O)c1ccc(CSc2nnc(NC(=O)C3CC(=O)N(Cc4ccc(C)cc4)C3)s2)cc1 (centres undefined)	-3.0	-5.3	-14.3	-8.2	92.0
23	COc1ccccc1OCC(=O)N(Cc1nc(-c2ccccc2)no1)C1CCCCC1	18.0	-4.1	-13.3	-38.4	100.0
24	Cc1ccc(Nc2nc(-c3sc(NC(=O)c4ccco4)nc3C)cs2)cc1	2.0	1.9	-10.9	-1.6	101.0
25	O=C(Cc1cccs1)N(c1ccc(Br)cc1)C1C=CS(=O)(=O)C1 (centres undefined)	-1.0	3.3	-3.4	-2.1	109.0
26	COc1cc2ncnc(NCc3ccco3)c2cc1OC	1.0	-0.5	-34.3	2.0	102.0
27	COC(=O)C1=C(N)c2c(F)cccc2C1(C#N)c1ccc(F)cc1 (centres undefined)	5.0	-4.1	16.3	-10.1	102.0
28	Cc1ccc(C(C(=O)NC2CCCCC2)N(Cc2cccnc2)C(=O)C2COc3ccccc3O2)o1 (centres undefined)	3.0	-8.2	-4.6	-13.3	106.0
29	Cc1oc(-c2ccccc2)nc1C(=O)OCC(=O)NC(=O)NCC(C)C	-4.0	-4.1	7.2	-4.0	100.0
30	Cc1ccc(C(=O)Cc2cc3ccccc3oc2=O)c(C)c1	5.0	-8.4	21.0	-8.8	106.0

item	HCV NS3 hel inh	UBC9 SUMO inh	MEKK2wt PB1 HTS	CRFR2-BP ag
16	-1.4	14.0	103.0	0.7
17	0.9	12.2	104.0	1.0
18	10.5	-4.2	92.0	-1.1
19	7.3	-6.3	100.0	0.6
20	-9.7	6.5	106.0	1.0
21	-2.6	1.5	106.0	-0.4
22	2.4	0.4	88.0	-2.6
23	-16.8	3.3	102.0	4.7
24	-2.9	-9.5	98.0	-1.8
25	4.9	-15.5	106.0	0.3
26	-5.7	9.2	102.0	-1.9
27	-4.7	-0.3	100.0	-5.4
28	-10.1	15.2	97.0	-3.1
29	5.6	25.4	90.0	-2.7
30	1.9	8.0	104.0	0.4

Other records
item	structure	MEKK2 mut-MEK5	GalR3 antag	CRFR2-BP antag	DNA FID counter	MEKK3 PB1 HTS
31	CCOC(=O)CCc1c(C)nc2cc(-c3ccc(F)cc3)[nH]n2c1=O	-8.0	-3.7	-3.0	-7.8	94.0
32	O=C(CSc1nc2ccc(Cl)cc2[nH]1)c1c[nH]c2ccccc12	-1.0	-7.7	-13.8	11.9	100.0
33	CC(=O)c1cc(C#N)c(N2CCCC2)nc1C	2.0	-4.0	-11.5	-0.9	101.0
34	CC1CCC2(CC1)NC(=O)N(Cc1cc(=O)n3ccsc3n1)C2=O (centres undefined)	-28.0	.	-0.9	-8.3	71.0
35	O=C(c1cncc(Br)c1)N1CCN(c2ccc(N3CCOCC3)nn2)CC1	4.0	6.9	15.6	-7.1	105.0
36	CCOc1cc([N+](=O)[O-])cc(/C=C2/NC(=O)N(Cc3ccccc3F)C2=O)c1O	3.0	0.5	27.0	-15.8	100.0
37	O=C(CSc1cccc[n+]1[O-])c1cc(Cl)ccc1Cl	-1.0	-3.4	-1.0	-4.3	103.0
38	Cc1ccc(-c2[nH]c(-c3ccc(C(=O)O)cc3)nc2-c2ccccc2)cc1	0.0	-0.5	15.8	-39.0	94.0
39	CC(Sc1nc(-c2ccccc2)nc2c1COC(C)(C)C2)C(=O)N1CCOCC1 (centres undefined)	-1.0	-4.8	2.6	-16.2	100.0
40	COc1cc(C(=S)N2CCCC2)cc(Cl)c1O	-1.0	-3.8	0.3	-2.4	103.0
41	COc1ccc(S(=O)(=O)N2CCN(C(=O)c3cc(-c4ccccc4OC)n[nH]3)CC2)cc1	1.0	1.6	6.5	-44.7	99.0
42	COc1ccc(CCN2CC34C=CC(O3)C(C(=O)NCc3ccccc3Cl)C4C2=O)cc1OC (centres undefined)	1.0	-1.6	10.8	-34.4	103.0
43	COC(=O)c1cc(S(=O)(=O)Nc2c(C)cccc2C)cn1C	2.0	2.5	4.2	-8.9	103.0
44	COc1ccc(NC(=O)c2cccnc2N2CCCC2)cc1	7.0	2.2	4.7	-1.2	105.0
45	O=C(CCS(=O)(=O)c1ccccc1Cl)NCc1ccc(F)cc1	1.0	-4.7	-5.2	2.9	104.0

item	HCV NS3 hel inh	UBC9 SUMO inh	MEKK2wt PB1 HTS	CRFR2-BP ag
31	2.5	19.1	95.0	-1.9
32	7.1	-0.5	93.0	-1.4
33	14.0	2.1	106.0	-0.5
34	2.9	1.1	85.0	1.2
35	-4.2	22.9	109.0	0.4
36	-2.1	0.8	99.0	1.3
37	9.3	3.1	109.0	1.1
38	19.2	57.6*	96.0	-0.2
39	2.5	-17.8	105.0	0.2
40	-0.6	-15.6	107.0	-2.2
41	-11.7	1.3	100.0	-1.6
42	-3.5	1.2	99.0	-1.1
43	-6.0	5.3	100.0	-1.9
44	5.7	-14.9	104.0	-1.1
45	-1.9	-9.9	111.0	-0.8

More compounds:
item	structure	MEKK2 mut-MEK5	GalR3 antag	CRFR2-BP antag	DNA FID counter	MEKK3 PB1 HTS
46	O=C1CC(=O)CC(c2ccco2)C1	5.0	-1.4	-2.3	-24.6	103.0
47	COc1cccc(C(=O)NCc2ccc3c(c2)OCO3)c1OC	5.0	-5.9	-7.8	-9.3	108.0
48	CCc1ccc(NC(=O)CN2C(=O)COc3ccc(S(=O)(=O)N4CCCC4)cc32)cc1	4.0	-6.5	-1.6	-33.2	103.0
49	COc1ccc(OC)c(NC(=O)CSc2nc3n[nH]c(C)c3c(=N)n2-c2cccc(Cl)c2C)c1	-1.0	-6.8	4.0	-30.1	102.0
50	O=C(CSc1nnc(SCc2ccc(Cl)cc2)s1)N/N=C/c1ccc(Cl)cc1Cl	-8.0	-1.9	1.0	0.0	95.0
51	O=C(Nc1nnc(-c2ccccc2)s1)c1ccccc1F	4.0	.	-83.7	-13.7	102.0
52	COc1ccc2oc(C(=O)OCC(=O)N(Cc3ccccc3)C(C)(C)C)c(C)c2c1	0.0	1.3	14.7	-28.3	97.0
53	O=C(NCCCN1CCOCC1)c1sc2cc(F)ccc2c1Cl	-8.0	-4.0	6.4	24.4	97.0

item	HCV NS3 hel inh	UBC9 SUMO inh	MEKK2wt PB1 HTS	CRFR2-BP ag
46	29.8	16.7	103.0	0.0
47	-10.3	5.2	107.0	0.8
48	-4.1	-7.8	107.0	-5.9
49	-43.1	-15.7	97.0	-1.5
50	8.8	26.7	97.0	7.1
51	8.6	10.9	99.0	24.8
52	-1.6	-5.5	97.0	0.3
53	-2.4	10.8	93.0	-0.3
